uPA surface inh: qHTS for Inhibitors of Cell Surface uPA Generation. cell surface uPA generation assay, qHTS. actives 0.31% (n = 330,000). AID 540303, 2011. Potency, µM (titrated, usually from 38.3 µM), without a hit: at the highest dose activity change, negative = inhibition, most hits filed as inhibitors; active = well fitted inhibition curve with a large enough effect; inconclusive = small, poorly fitted or top-dose-only effect; inactive = no such curve, though single readings can be large or run the other way; tested in mouse RAW 264.7 cells; also: potency is read from the fitted curve at half-maximal effect; % is scaled to controls: 0 for no effect and ±100 for the full control effect; nearly all actives have a fitted effect of over 55% in size
TSG101-PTAP inh: qHTS Assay for Iinhibitors of HIV-1 Budding by Blocking the Interaction of PTAP/TSG101; Tumor susceptibility gene 101 protein (Homo sapiens), Q99816; Fluorescence polarization, FITC-PTAP peptide / Tsg101 binding; Potency, µM (highest dose often 115 µM), for inactives: at the top dose activity change, negative = inhibition, most hits filed as inhibitors; 340,000 tested, under 10 active; AID 493005, 2010; active = well fitted inhibition curve with a large enough effect in the main read-out, with a control signal flat, not every such curve was filed as active; inconclusive = small, poorly fitted or top-dose-only effect, or effect the other way, or a change in a side signal; inactive = no such curve, though single readings can be large or run the other way; also: potency is read from the fitted curve at half-maximal effect; % of control where 0% means no effect
Target sequence (Q99816 whole entry, looked up): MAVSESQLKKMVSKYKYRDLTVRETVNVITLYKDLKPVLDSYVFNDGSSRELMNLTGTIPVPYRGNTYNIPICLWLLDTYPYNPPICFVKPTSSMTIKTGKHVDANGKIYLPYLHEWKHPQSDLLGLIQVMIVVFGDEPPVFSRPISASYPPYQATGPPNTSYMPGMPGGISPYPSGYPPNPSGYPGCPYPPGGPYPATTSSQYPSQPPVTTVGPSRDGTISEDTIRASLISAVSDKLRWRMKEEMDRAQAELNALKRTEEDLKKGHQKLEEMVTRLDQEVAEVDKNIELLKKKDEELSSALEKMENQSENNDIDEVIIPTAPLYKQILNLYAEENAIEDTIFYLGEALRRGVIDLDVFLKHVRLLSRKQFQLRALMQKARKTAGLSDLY
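Compounds were pin-transferred onto Tsg101 binding domain (10 uM final) in HEPES pH 7.5 buffer, then FITC-PTAP peptide was added at 50 nM final. After 20 min at RT, polarization reported peptide displacement across a qHTS concentration series.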
BCR signal inh: qHTS Assay to Find Inhibitors of Chronic Active B-Cell Receptor Signaling; ABC-DLBCL IkBa-CBG/CBR reporter, luminescence ratio, 4 h; Potency, µM (highest dose often 46.1 µM), without a hit: at the highest dose ratio change, negative = lower green/red ratio, hits mostly inhibitors; actives 0.05% (n = 340,000); AID 493014, 2011; active = well fitted inhibition curve with a large enough effect in the signal ratio, with a control signal flat, not every such curve was filed as active; inconclusive = small, poorly fitted or top-dose-only effect, or effect the other way, or a change in a side signal; the % refers to the signal ratio;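 also: potency is read from the fitted curve at half-maximal effect; plate controls were basal doxycycline-induced cells for no effect and cells given 10 µM MG132 for full effect; MG132 reads +100%, hits lower the ratio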
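Compounds up to 46 uM were incubated four hours with TMD8 cells whose green CBG68 luciferase is fused to IkappaBalpha; red CBR luminescence normalised the signal, and concentration-effect curves were fitted to fusion, red and ratio data.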
Tb PFK inh: qHTS Assay to Find Inhibitors of T. brucei phosphofructokinase; ATP-dependent 6-phosphofructokinase (Trypanosoma brucei brucei), O15648; T. brucei PFK, ADP-Glo luminescence; Potency, µM (doses to about 57.5 µM), without a hit: at the highest dose activity, negative = inhibition, usual class: inhibitors; actives 0.17% (n = 330,000); AID 485367, 2010;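 also: potency is read from the fitted curve at half-maximal effect; 0% = uninhibited 1x PFK enzyme wells and -100% = no-enzyme wells; nearly all actives have a fitted effect of over 60% in size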
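Activity is normalized to no-enzyme wells (full inhibition) and 1.25 nM enzyme wells (no inhibition). Reaction: 0.5 mM F6P, 0.1 mM ATP, 45 min RT, ADP-Glo luminescence; concentration-response curves fitted and classed by quality.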
Mito fusion yeast: qHTS Assay for Small Molecule Inhibitors of Mitochondrial Division or Activators of Mitochondrial Fusion | S. cerevisiae fusion-defective mutant growth rescue, CellTiterGlo 48 h | Potency, µM (series often up to 46.1 µM), inactives show at the top dose growth rescue (activation), most hits filed as activators | actives 0.23% (n = 320,000);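 also: potency is read from the fitted curve at half-maximal effect; % of control where 0% means no effect; nearly all actives have a fitted effect of over 45% in size; temperature-sensitive fusion mutants such as fzo1-1 at 37 °C on non-fermentable ethanol glycerol medium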
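Yeast fusion mutant, YPEG (non-fermentable carbon), compound, 48 h at 37C non-permissive; CellTiterGlo added, 10 min RT, luminescence read. Rescued growth = division inhibition.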
Eya2 phos inh: qHTS Assay for Inhibitors of the Phosphatase Activity of Eya2. Protein phosphatase EYA2 (Homo sapiens), O00167. recombinant Eya2, OMFP fluorescence dephosphorylation (OMFP is methylfluorescein phosphate). Potency, µM (series often up to 76.9 µM), for inactives: at the top dose activity, negative = inhibition, hits mostly inhibitors. actives 0.006% (n = 330,000). AID 488837, 2010; also: potency is read from the fitted curve at half-maximal effect; % is scaled to controls: 0 for no effect and ±100 for the full control effect
Target sequence (O00167 whole entry, looked up): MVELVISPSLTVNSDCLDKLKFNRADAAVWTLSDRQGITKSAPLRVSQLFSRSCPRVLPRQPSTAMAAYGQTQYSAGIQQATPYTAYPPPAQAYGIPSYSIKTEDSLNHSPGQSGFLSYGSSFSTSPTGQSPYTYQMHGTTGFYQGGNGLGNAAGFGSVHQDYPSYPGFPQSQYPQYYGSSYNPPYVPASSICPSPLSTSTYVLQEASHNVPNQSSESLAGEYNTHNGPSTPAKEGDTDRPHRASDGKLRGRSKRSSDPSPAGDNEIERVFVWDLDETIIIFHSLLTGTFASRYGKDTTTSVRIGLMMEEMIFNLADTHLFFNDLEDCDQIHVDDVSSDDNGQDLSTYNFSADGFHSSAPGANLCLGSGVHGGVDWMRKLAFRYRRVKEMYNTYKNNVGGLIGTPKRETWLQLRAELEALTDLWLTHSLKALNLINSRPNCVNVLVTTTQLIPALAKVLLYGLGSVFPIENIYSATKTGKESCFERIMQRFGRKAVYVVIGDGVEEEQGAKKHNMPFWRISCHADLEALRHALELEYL
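Eya2 protein (added as 0.2 uM solution) was preincubated with compound for 10 min at ambient temperature in 50 mM HEPES pH 7.5, 50 mM NaCl, 5 uM MgCl2, 0.05% BSA, 1 mM DTT. OMFP (added at 50 uM) then reacted 10 min; fluorescence read at 485/525 nm.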
B2AR arrestin: qHTS assay of beta-arrestin-biased ligands of beta2-adrenergic receptor; Beta-2 adrenergic receptor (Homo sapiens), P07550; beta-arrestin recruitment to beta2AR, cell-based reporter; Potency, µM (titrated, usually from 46.1 µM), inactives show at the top dose activation, usual class: activators; actives 0.02% (n = 330,000);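 also: potency is read from the fitted curve at half-maximal effect; 0% = DMSO controls and full agonism = EC100 isoproterenol or metaproterenol; nearly all actives have a fitted effect of over 65% in size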
TCR activator: Activators of T cell receptors: qHTS campaign | primary human leukocytes, anti-CD3, IL-2 HTRF, 48 h | Potency, µM (series often up to 9.22 µM), for the others: at the top dose activation of IL-2 secretion, most hits filed as activators | 330,000 tested, under 10 active | AID 504894, 2011; also: % of control where 0% means no effect
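Primary human leukocytes were stimulated with a-CD3 beads plus compounds for 48 hr without co-stimulation; secreted IL-2 was quantified by HTRF using a-IL-2-K (europium cryptate) and a-IL-2-d2, excited at 320nm with acceptor emission read at 665nm.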
TSHR antagonist: Antagonists of the Thyroid Stimulating Hormone Receptor: HTS campaign; activity change, negative = inhibition, % at 11.5 µM; TSHR-expressing cells, TSH-stimulated cAMP HTRF, 2 h; hits give low values; actives 0.2% (n = 330,000); Thyrotropin receptor (Homo sapiens), P16473;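 active = activity change below a set negative limit, meaning inhibition stronger than a set level, cut at about -70% in these data; inconclusive = activity change between two set negative limits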; also: % is scaled to controls: 0 for no effect and ±100 for the full control effect
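Freshly harvested TSHR cells receive pin-tooled compound, then EC80 TSH at 4nM final. After 2 hours at 37 deg C, antibody in lysis buffer and cAMP-d2 are added; 30 minutes at ambient temperature precede the HTRF read.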
ELG1 DNA repair: qHTS screen for small molecules that inhibit ELG1-dependent DNA repair in human embryonic kidney (HEK293T) cells expressing luciferase-tagged ELG1 | Potency, µM (highest dose often 46.1 µM), for the others: at the highest dose activity change, negative = inhibition, actives largely listed as inhibitors | actives 2.3% (n = 330,000) | AID 504467, 2011 | HEK293T ELG1-luciferase reporter, luminescence, 16 h; DNA damage induced by 5-fluorouridine; also: potency is read from the fitted curve at half-maximal effect; % is scaled to controls: 0 for no effect and ±100 for the full control effect; nearly all actives have a fitted effect of over 55% in size
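Quantitative HTS, concentration-response format. 2,000 cells/well co-treated with 5-fluorouridine and compound, 16 hr in 5% CO2 at 37 °C; ONE-Glo luminescence read after 30 min.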
USP2a inh: qHTS Assay for Inhibitors of Ubiquitin-specific Protease USP2a Using CHOP2 as the Reporter. Ubiquitin carboxyl-terminal hydrolase 2 (Homo sapiens), O75604. USP2 core, Ub-CHOP2 coupled fluorogenic reporter, 485/531. Potency, µM (titrated, usually from 38.3 µM), without a hit: at the highest dose activity change, negative = inhibition, hits mostly inhibitors. actives 0.01% (n = 330,000). AID 463254, 2010;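 also: potency is read from the fitted curve at half-maximal effect; plate controls were DMSO wells for no effect and full inhibition by NEM control for full effect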
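Deubiquitinase activity read as fluorescence (485/531 nm) after Ub-CHOP2 cleavage activates the enterokinase reporter on its substrate; USP2 core 10nM, Ub-CHOP2 and substrate 25nM each, 30min compound preincubation then 60min RT; data normalized to NEM, curves fitted.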
* hit, by the source's call; u = inconclusive; x = not tested or not shown; [ ] = another dose, or the depositor's remark. Unless noted, calls follow the shape of the dose curve; as a rule, active = well fitted curve in the direction sought with a large enough effect; inconclusive = small, poorly fitted or top-dose-only effect, or another doubt; inactive = no such curve, though single readings can be large; an effect the other way counts as inactive or inconclusive. This is a random part of the collection; any-hit rate near 3%.

SMILES	uPA surface inh	TSG101-PTAP inh	BCR signal inh	Tb PFK inh	Mito fusion yeast	Eya2 phos inh	B2AR arrestin	TCR activator	TSHR antagonist	ELG1 DNA repair	USP2a inh
Cc1cccc(N2CCN(C(=O)c3ccc(CS(=O)Cc4cccc(Cl)c4)o3)CC2)c1C (configuration not stated)	-8%	-3%	-15%	-6%	u	-9%	-0.3%	6%	-7	u	-7%
COc1ccc(C2=C(CC(=O)O)C(=O)CC2)cc1	5%	-3%	4%	2%	1%	2%	-0.9%	-3%	32	6%	5%
O=C(Nc1ccc(Cl)c(Cl)c1)Nn1cnnc1	1%	-1%	1%	u	-10%	-3%	-1.0%	5%	39	-11%	-1%
CC1=CC=CC2=NC(=O)CC(C)(C(=O)O)N12 (configuration not stated)	10%	0%	0%	3%	-5%	0%	-0.4%	3%	-3	-5%	0%
Cc1nc(N)ncc1C(=O)Nc1ccccc1	3%	0%	-4%	1%	-6%	24%	-0.4%	-1%	38	u	2%
OC[C@H]1O[C@@H](Oc2cc(O)cc(/C=C/c3ccc(O)cc3)c2)[C@H](O)[C@@H](O)[C@@H]1O	x	x	-22%	21%	-2%	-14%	2.7%	x	3	x	6%
CCC(C)N1C(=S)SC(C)(C)C1N(O)C(=O)NC1CCCCC1 (configuration not stated)	11%	1%	6%	0%	1%	3%	-0.2%	3%	11	3%	3%
O=C(COC(=O)CNC(=O)c1cccs1)Nc1ccccc1C(F)(F)F	x	2%	10%	-2%	7%	-5%	0.5%	-3%	-8	-5%	0%
Cc1ccc(C(=O)NCC(=O)OCC(=O)N(CC(C)C)c2c(N)n(Cc3ccccc3)c(=O)[nH]c2=O)cc1C	14%	-12%	13%	0%	-5%	11%	0.1%	1%	14	-6%	0%
CC(C)Cn1c(SCC(=O)O)nnc1-c1cccc(S(=O)(=O)N2CCOCC2)c1	12%	-2%	1%	0%	x	6%	0.1%	-18%	-15	9%	2%
C/C(CC(=O)Nc1cc(C)ccn1)=N\NC(=O)c1ccccc1C	-7%	-1%	x	-4%	5%	3%	-0.8%	16%	-3	u	1%
Cc1c(NC(=O)c2nn(CC(C)C)c(=O)c3ccccc23)c(=O)n(-c2ccccc2)n1C	2%	-1%	5%	-8%	-3%	3%	-0.6%	x	10	0%	2%
CCN(CC(=O)Nc1c(F)cccc1F)C(=O)c1ccccc1F	-9%	-4%	9%	-3%	18%	10%	0.5%	-3%	0	-4%	0%
COc1ccc(C(=O)NNC(=O)c2ccc(C(C)(C)C)cc2)cc1	2%	-4%	1%	-6%	-2%	0%	0.0%	1%	4	11%	1%
Cc1cc(C)c(-n2[nH]nnc2=S)c(C)c1	7%	1%	10%	2%	3%	5%	-0.2%	-1%	1	-1%	6%
CC12CCC(C(=O)NCc3ccco3)(OC1=O)C2(C)C (configuration not stated)	-9%	-3%	13%	3%	1%	8%	0.3%	-3%	-6	1%	0%
CCOc1ccc(C(=O)Nc2ccccc2CC)cc1[N+](=O)[O-]	-16%	1%	0%	0%	22%	-3%	-0.2%	3%[46.1 µM]	21	-5%	0%
Cc1ccc(OCc2nc(-c3ccc(-n4cccc4)cc3)no2)cc1C	6%	-1%	u	1%	1%	23%	-0.3%	1%	-4	0%	1%
S=c1[nH]nc(COc2ccccc2)n1/N=C/c1ccc(Br)s1	-1%	1%	0%	4%	7%	21%	0.0%	1%	-7	-4%	3%
O=C(CCCCC(=O)NC1CCCC1)NC1CCCC1	4%	0%	2%	3%	-4%	5%	-1.0%	0%[46.1 µM]	18	8%	8%
CCOC(=O)C1(P(=O)(c2ccc(Cl)cc2)c2ccc(Cl)cc2)CCC1	-3%	-3%	14%	4%	17%	3%	-0.1%	2%	-6	11%	4%
CCn1c(SCC(=O)Nc2ccc(N3CCOCC3)cc2)nnc1C1CC1	-3%	-10%	1%	-4%	0%	-7%	0.0%	-2%	-1	16%	2%
O=C(COc1ccccc1)N1CCN=C1SCc1cccnc1	-10%	-10%	u	-1%	1%	-10%	0.1%	4%	-1	-3%	0%
O=C1C=C(c2cc(C(F)(F)F)cc(C(F)(F)F)c2)C[C@@H](c2ccc(Cl)cc2)C1	-3%	-5%	1%	-1%	7%	-16%	0.1%	6%	16	2%	-1%
CCC1(c2ccccc2)NC(=O)N(CC(=O)NNC(=O)COc2ccc(Cl)cc2C)C1=O (configuration not stated)	-2%	-1%	-7%	-5%	-2%	7%	0.0%	0%	-4	4%	5%
CCCN1C(=O)/C(=C\c2ccncc2)SC1=Nc1ccccc1	-9%	-1%	-2%	-6%	20%	5%	-0.3%	-2%[46.1 µM]	38	0%	2%
O=C(CN(C(=O)Cn1nnc(-c2ccc(F)cc2)n1)c1ccc(F)cc1)NC1CCCC1	0%	-2%	x	-6%	-4%	-7%	-0.4%	-62%	19	u	-1%
CCCn1c(SCC(=O)Nc2ccc(OCC)cc2)nnc1C(C)C	6%	-6%	8%	-2%	-2%	2%	-0.2%	3%[46.1 µM]	-4	0%	2%
O=C(Cc1ccccc1)NCCc1cn2ccsc2n1	3%	-1%	4%	-1%	0%	3%	-0.6%	-5%	6	1%	4%
O=C(NC1CC1)c1ccc(-c2nc3ccccc3s2)s1	-13%	-3%	u	-7%	1%	-1%	-0.3%	2%	0	u	1%
N#Cc1nc(-c2cccc3ccccc23)oc1NCCN1CCOCC1	x	-3%	-3%	-3%	2%	-18%	-3.7%	x	-8	16%	-2%
Cc1ccc(N2C(=O)C3CCCN3C2=S)c(C)c1 (configuration not stated)	17%	0%	5%	-2%	0%	2%	4.4%	4%	-5	0%	5%
O=C(O)c1cccc(S(=O)(=O)NCc2cccs2)c1	-9%	-3%	-2%	1%	-3%	10%	0.5%	0%	4	2%	-1%
c1ccc(COn2c(-c3ccccc3)nc3c2CCc2nonc2-3)cc1	-1%	-9%	5%	-3%	6%	23%	-0.7%	0%	-2	u	2%
Cc1ccc2nc(-c3ccc(O)cc3)oc2c1	-13%	-1%	2%	-10%	-2%	3%	-0.7%	0%	30	u	0%
CCOC(=O)c1ccc2nc(C)c(CCC(C)=O)c(Cl)c2c1	-2%	-9%	21%	-2%	-2%	-2%	0.2%	3%	15	u	4%
COc1ccc(NC(=S)N2CCC(NC(=O)c3ccccc3C)CC2)cc1	1%	-2%	0%	-2%	-5%	-13%	0.0%	-4%	4	-6%	1%
O=C(c1ccc(Cn2ccc([N+](=O)[O-])n2)cc1)N1CCN(Cc2ccccc2)CC1	6%	0%	-9%	-2%	-1%	15%	-0.4%	2%	0	u	-1%
CCOCCc1nn2c(=O)cc(CSCC(=O)Nc3ccccc3)nc2s1	6%	-5%	-2%	4%	12%	-3%	-0.1%	-15%	35	6%	1%
Cc1cc(C)cc(NC(=O)c2ccc3c(c2)CCN3S(C)(=O)=O)c1	7%	-3%	-6%	2%	14%	-4%	-0.8%	-1%	-6	-3%	2%
Cc1nn(Cc2ccccc2Cl)c(C)c1NC(=O)CCCn1nc([N+](=O)[O-])c(Cl)c1C	0%	1%	3%	-1%	-5%	4%	-0.5%	-3%[46.1 µM]	15	-22%	4%
CC(C)Nc1ncnc2c1cnn2-c1ccccc1	u	0%	u	0%	11%	-3%	-0.6%	2%[46.1 µM]	-12	u	1%
CC(Oc1ccc(F)cc1F)C(=O)/C=C/N(C)C (configuration not stated)	-3%	x	15%	0%	7%	-8%	-0.2%	x	26	12%	2%
COCCNC(=S)N/N=C(\C)c1ccccc1OC	4%	1%	u	-6%	-8%	5%	2.5%	-4%[46.1 µM]	3	-1%	1%
O=C(COC(=O)c1ccc(O)cc1O)Nc1cc(-c2ccccc2)nn1-c1ccccc1	3%	-7%	u	0%	-28%	16%	0.1%	2%	-17	u	-5%
